Bioassay records (PubChem BioAssay)
Shiga inhibitor = A qHTS for Small Molecule Inhibitors of Shiga Toxin | Vero cells, Shiga toxin protein synthesis inhibition reporter | inhibition, % at 38.7 µM | 290,000 tested, 9.2% active | AID 2315, 2010; in the data active means inhibition mostly above about 28%, no sharp cut-off; inactive means mostly below about 43%; further: 0% is about no effect
Pf growth 96h = Primary qHTS for delayed death inhibitors of the malarial parasite plastid, 96 hour incubation; P. falciparum luciferase reporter growth, 96 h; Potency, µM (highest dose often 28.7 µM), inactives show at the top dose activity change, negative = inhibition, hits mostly inhibitors; 320,000 tested, 6.9% active; further: potency means the concentration at half of the fitted maximal effect; on the % scale 0 is the no-effect control and ±100 the full control effect
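Compounds incubated with erythrocytes infected by luciferase-expressing P. falciparum (2% hematocrit, 0.05% parasitemia final) for 96 hours, 37 C in 5% CO2. Growth inhibition scored as decreased luciferase luminescence.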
Pf growth 48h = Primary qHTS for delayed death inhibitors of the malarial parasite plastid, 48 hour incubation; P. falciparum luciferase growth in erythrocytes, 48 h; Potency, µM (top dose mostly 28.7 µM), for inactives: top-dose activity change, negative = inhibition, most hits filed as inhibitors; 310,000 tested, 5.9% active; further: potency means the concentration at half of the fitted maximal effect; on the % scale 0 is the no-effect control and ±100 the full control effect
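Cell-based growth assay: transgenic P. falciparum expressing firefly luciferase, cultured in red cells within RPMI 1640 containing 0.5% w/v Albumax, 24 mM bicarbonate and gentamycin. A drop in luciferase activity indicates inhibition.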
CHX counter = Cycloheximide Counterscreen for Small Molecule Inhibitors of Shiga Toxin. max response, %. 300,000 tested, 12% active. cell reporter, cycloheximide protein synthesis inhibition counterscreen. AID 2314, 2010; in the data active means max response mostly above about 13%, no sharp cut-off; inactive means mostly below about 14%; further: read at 38.3 µM for the half of the compounds with a filed dose; 0% is about no effect
HCV inhibitor = qHTS Assay for Inhibitors of Hepatitis C Virus (HCV) | Huh7.5.1 HCVcc-Cre infection, luciferase reporter, 44 h | Potency, µM (doses to about 41.8 µM), inactives show at the top dose activity change, negative = inhibition, hits mostly inhibitors | 340,000 tested, 3.4% active; further: potency means the concentration at half of the fitted maximal effect; on the % scale 0 is the no-effect control and ±100 the full control effect
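Cells (1,000/well) were plated 4 h before compound, then infected with HCVcc-Cre virus (~0.5 moi). After 44 h further culture, infection was read as luciferase luminescence following a 15 min substrate incubation at room temperature.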
Tb PYK inh = qHTS of Trypanosoma Brucei Inhibitors; TbPYK enzyme, Kinase-Glo Plus ATP luminescence, 45 min; Potency, µM (series often up to 76.8 µM), inactives show at the top dose activity, negative = inhibition, actives largely listed as inhibitors; 410,000 tested, 0.12% active; AID 624173, 2012; further: potency means the concentration at half of the fitted maximal effect; on the % scale 0 is the no-effect control and ±100 the full control effect; nearly all actives have a fitted effect of over 50% in size
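Enzyme and substrate buffer are dispensed first and compound is pin-transferred. ADP at 130 uM final then starts the reaction, which runs 45 min at room temperature. Detection reagent is added for 10 min before luminescence is imaged.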
LmPK inhibitor = qHTS Assay for Inhibitors of Leishmania Mexicana Pyruvate Kinase (LmPK). 290,000 tested, 0.37% active. Q27686. AID 1721, 2009. purified LmPK, Kinase-Glo ATP luminescence, 1 h. Potency, µM (doses to about 57.5 µM), for the others: at the top dose activity change, negative = inhibition, usual class: inhibitors; further: potency means the concentration at half of the fitted maximal effect; on the % scale 0 is the no-effect control and ±100 the full control effect
Target sequence (Q27686 whole entry, looked up): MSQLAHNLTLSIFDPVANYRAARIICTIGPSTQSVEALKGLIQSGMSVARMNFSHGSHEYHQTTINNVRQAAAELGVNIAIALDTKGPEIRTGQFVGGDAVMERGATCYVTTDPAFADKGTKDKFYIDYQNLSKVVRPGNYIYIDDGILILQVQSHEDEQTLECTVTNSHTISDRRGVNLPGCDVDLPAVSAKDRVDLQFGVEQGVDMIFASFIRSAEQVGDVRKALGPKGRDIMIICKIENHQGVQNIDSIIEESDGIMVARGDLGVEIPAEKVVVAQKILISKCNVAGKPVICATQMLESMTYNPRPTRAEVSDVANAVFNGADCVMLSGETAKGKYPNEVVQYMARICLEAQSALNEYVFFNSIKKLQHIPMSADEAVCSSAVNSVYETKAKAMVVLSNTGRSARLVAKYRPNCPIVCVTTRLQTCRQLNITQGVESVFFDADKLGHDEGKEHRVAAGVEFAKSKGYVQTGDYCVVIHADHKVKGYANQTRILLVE
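ATP generated from ADP (0.1 mM) and PEP (0.5 mM) by 0.1 nM LmPK over 1 h at room temperature (pH 7.2 imidazole buffer) was detected by coupled luciferase luminescence. Values were normalized to uninhibited and no-enzyme wells.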
Active calls of the source: *; i = inactive; ? = inconclusive; . = no result given; & = joins results of further samples; [ ] = dose if it differs, or a comment. Unless noted, the call rests on the fitted dose curve; in most records, active means well fitted curve in the direction sought with a large enough effect; inconclusive means small, poorly fitted or top-dose-only effect, or another doubt; inactive means no such curve, though single readings can be large; an effect the other way counts as inactive or inconclusive.

canonical_smiles,Pf growth 96h,LmPK inhibitor,Tb PYK inh,CHX counter,HCV inhibitor,Pf growth 48h,Shiga inhibitor
Oc1ccccc1C1=Nc2ncnn2C(c2ccc(F)cc2)C1 (configuration not stated),11.7µM*,17.5%,-6.4%,-2.8,-14.3%,32.5%[activator],-4.2
COCCN(Cc1cc2c(C)cc(C)cc2nc1Cl)C(=O)c1ccccc1F,1.85µM*,-1.4%,3.0%,1.0,?,?,-12.0
CN1CCN(NC(=O)c2ccc(F)cc2)CC1,97.0%[activator],-2.6%,-12.7%,19.3,33.9%[activator],-5.3%,-4.0
CN[C@H](C)CCC=C(C)C,?,.,-8.4%,.,.,0.151µM*,.
Cc1cccc2sc(NC(=O)CCNS(=O)(=O)c3cccc4nonc34)nc12,78.9%[activator],0.3%,-4.8%,-3.6,?,-13.7%,-5.1
CC(=O)c1ccccc1NC(=O)COC(=O)C1CCCN1S(=O)(=O)c1ccccc1F (configuration not stated),32.0%[activator],.,-0.8%,.,-6.6%,-1.1%,.
COc1ccc(NC(=O)N2CCCC2C(=O)NCc2cccs2)cc1 (configuration not stated),-0.3%,4.3%,-2.6%,25.0,8.1%,16.7%,25.1
COc1cc2c(c(OC)c1OC)C(c1ccc(O)cc1)CC(=O)O2 (configuration not stated),.,.,5.9%,12.9,0.2%,.,i
Cc1c(C(=O)Nc2cccc(Cl)c2)cn2c(nc3ccccc32)c1C#N,2.94µM*,2.4%,-4.7%,-2.2,-15.5%,?,-3.8
CCc1ccc(NC(=O)N(CCCN2CCOCC2)Cc2cccs2)cc1,13.8%,2.2%,-0.8%,-5.4,-5.9%,.,-15.9
O=C(O)C1CN(c2ncccc2[N+](=O)[O-])C1,40.7%[activator],0.3%,5.8%,-2.7,?,12.5%,-14.2
O=C(N/C(=C/c1ccc(Cl)cc1)C(=O)N1CCCCC1)c1ccco1,-0.3%,1.3%,-1.2%,-0.9,9.5%,?,5.1
O=C(NNC(=O)C1CCN(c2ncccn2)CC1)c1ccc(Cl)cc1,18.9%,7.8%,0.1%,1.7,-2.0%,18.5%,-7.7
COC(=O)C1(Cc2ccccc2)NC(c2ccccc2C)C2C(=O)N(c3ccc4c(c3)OCO4)C(=O)C21 (configuration not stated),22.7%,2.2%,5.7%,-0.9,-29.9%,11.7µM*,3.2
CCOC1OC(=O)C(Cl)=C1Nc1ccc(C)cc1 (configuration not stated),4.7%,1.3%,2.3%,4.5,-0.4%,22.4%,2.5
CCCc1nnc(NC(=O)c2ccc(N3C(=O)C4C5C=CC(C5)C4C3=O)cc2)s1 (configuration not stated),4.5%,12.0%,-6.6%,-4.1,3.9%,.,-20.1
Oc1cccc(NC(=S)Nc2ccccc2)c1,127.9%[activator],0.8%,2.6%,6.8,14.5%,53.9%[activator],-6.1
CCN(CC)c1c([N+](=O)[O-])c(=O)n(CC)c2ccccc12,?,3.6%,-3.7%,-0.7,?,13.1µM*,-3.2
Cn1c(SCC(=O)NCc2ccc(F)cc2)ncc(C(=O)Nc2ccccc2)c1=O,62.6%[activator],.,1.4%,.,0.9%,121.8%,.
CCN(CC)C(=O)c1cnn(-c2ccccc2)c1NC(=O)c1ccccc1F,0.928µM*,4.6%,-18.5%,-1.0,15.1%,-12.1%,-7.4
COc1ccc(C(=O)Nc2ccc3c(c2)OCCO3)cc1[N+](=O)[O-],?,0.5%,1.8%,17.9*,-20.5%,70.2%[activator],30.6*
CCOC(=O)Cc1csc(NC(=S)NC(=O)C(C)(C)C)n1,27.2%,2.6%,1.0%,-1.5,?,-0.6%,-4.3
O=C(CCN1C(=O)c2ccccc2C1=O)Nc1ccccc1C(F)(F)F,-0.6%,-8.7%,-5.0%,-3.4,-8.6%,30.1%[activator],2.8
CC(=O)c1ccc2c(c1)N(CCCN1CCC(CCO)CC1)c1ccccc1S2,?,.,1.7%,.,3.16µM*,8.09µM*,.
O=C(COC(=O)c1ccco1)c1ccccc1,15.3%,-1.2%,-5.6%,47.8*,-3.6%,26.2%,111.5*
CC(C)=C(NC(=O)c1ccccc1)C(=O)N/N=C/c1ccc(O)cc1,?,-3.3%,-3.9%,31.2*,1.1%,48.4%[activator],-1.7
CCOC(=O)C(=O)/C(C#N)=C/Nc1ccc(Cl)cc1,46.6%[activator],2.3%,-2.6%,12.3,-3.8%,.,-15.5
CCOc1ccc(NC(=O)N2CCN(C(=O)c3ccco3)CC2)cc1,23.8%,-10.3%,-7.6%,1.1,3.6%,?,-13.2
CC1(C)OC(=O)C(=CNCC(=O)NCC(=O)O)C(=O)O1,.,-8.8%,1.7%,-4.0,-10.4%,-12.2%,9.4
Cc1ccc2nsnc2c1NC(=O)c1cccnc1Cl,6.1%,-1.4%,2.1%,-4.6,17.5%,20.7%,-6.6
CCOc1ccc(/C=C/C2=CC(C)(C)NC(=S)N2)cc1,359.0%[activator],-2.2%,1.2%,6.4,?,?,-8.8
COc1ccc(NC(=O)Cn2nnc(-c3ccccc3NC(=O)c3cccs3)n2)cc1,?,3.4%,-3.1%,-1.6,?,1.85µM*,-13.5
CNCc1ccccc1OCC(=O)Nc1ccccc1,84.9%[activator],-5.8%,-27.0%,35.4*,13.9%,.,74.0*
Cn1cc(S(=O)(=O)NC(c2ccccc2)c2ccccc2)c(=O)n(C)c1=O,18.0%,-4.2%,-7.0%,-2.1,17.1%,3.0%,-17.7
CN1CCC(OC(=O)C(Oc2ccc(Cl)cc2)Oc2ccc(Cl)cc2)CC1,-1.3%,.,-9.9%,.,.,4.8%,.
CCOc1ccc(S(=O)(=O)N2CCN(c3ccc(C)cc3C)CC2)cc1,?,7.5%,-2.0%,-2.7,?,-24.6%,-4.0
CN(C)c1ccc(N=Nc2ccccc2C(=O)OCC(=O)N2CCCCCC2)cc1,0.0%,1.5%,1.0%,27.7*,3.2%,-2.2%,55.8*
Fc1ccccc1Cn1c2[n+](c3ccc(C(F)(F)F)cc31)CCCCC2,2.33µM*,0.2%,-8.8%,0.9,-15.1%,?,-6.7
COc1ccc(NC(=O)c2cc(-c3ccc(C)cc3O)n[nH]2)c(OC)c1,?,9.1%,1.5%,-3.8,?,9.7%[0.00184 µM],-2.2
CC(NS(=O)(=O)c1cc2c3c(c1)CCC(=O)N3CCC2)c1ccccc1 (configuration not stated),53.0%[activator],.,-0.1%,.,0.3%,2.3%,.
CC(C)=CCc1c(O)ccc(C(=O)Cc2ccccc2)c1O,?,2.7%,0.1%,2.0,-2.5%,?,-7.9
NS(=O)(=O)c1ccc(CCNC(=O)c2ccc(NS(=O)(=O)c3ccc4[nH]c(=O)[nH]c4c3)cc2)cc1,5.2%,.,0.0%,.,-4.1%,-3.4%,.
CCCCC(=O)NCCc1cc2c(OC)ccc(OC)c2[nH]c1=O,.,-0.3%,0.8%,-3.7,?,8.4%,-13.2
Cc1ccc(C(=O)NCCOc2ccc(Cl)cc2)cc1,7.3%,-0.1%,-0.1%,31.6*,-8.4%,4.9%,51.1*
Cc1ccc(Nc2nc(N)nc(CSC(=S)N3CCN(c4ccccc4)CC3)n2)cc1,?,5.4%,-7.8%,-3.6,-2.1%,-7.1%,-15.7
COc1ccc2cc(S(=O)(=O)N3CCCC3)ccc2c1,6.57µM*,2.5%,2.6%,12.3,-8.9%,-1.1%,18.0
NS(=O)(=O)c1cc2c(cc1Cl)NC(CC1CCCC1)NS2(=O)=O (configuration not stated),76.2%[activator],0.7%,5.5%,-7.2,-3.1%,2.2%,-5.1
COc1cc(NC(=S)Nc2ccccn2)cc(OC)c1,-20.9%,-0.6%,-4.3%,10.9,?,?,33.9
O=C(Cn1nc(Cl)nc1Cl)c1ccccc1,-3.4%,-0.9%,-14.5%,-3.7,6.5%,-3.7%,-1.8
COCCNc1nc(-c2cc3ccccc3o2)cs1,0.0%,-5.0%,-8.4%,82.7*,?,238.3%[activator],74.1*
COc1cccc(NC(=O)Nc2cc(C)ccc2F)c1,13.7%,-8.7%,2.6%,27.3*,?,61.1%[activator],95.3*
CCN(CC)c1nc2ccccc2nc1C(C#N)C(=O)NCCc1ccccc1 (configuration not stated),-25.5%[5.75 µM],0.1%,-5.3%,-1.8,11.7%,?,-4.4
CCCOC(=O)c1ccc(NC(=O)CC(C)(C)C)cc1,-5.3%,-4.9%,-21.6%,33.6*,2.8%,124.6%[activator],54.2*
Cc1cccc(NC(=O)CN2C(=O)N/C(=C/c3cc(C)n(C)c3C)C2=O)c1,19.0%,-3.0%,-19.1%,4.8,4.8%,-14.9%,-13.5
N#CCCC12CCCCC1=Nc1ccccc12 (configuration not stated),21.5%,1.3%,-0.5%,-2.4,20.8%,.,-8.5
Cc1cc(C)cc(NC(=O)NN2C(C)CCCC2C)c1 (configuration not stated),-0.8%,-0.9%[11.5 µM],0.3%,-6.1,11.3%,6.4%,-10.0
COCCNC(=O)COC(=O)/C=C/c1cnc2ccccc2n1,5.7%,-5.7%,-13.2%,28.9,13.9%,-5.1%,19.3
O=C(c1sc2cccc(Cl)c2c1Cl)N1CCN(CCc2ccccn2)CC1,-4.0%,-1.2%,2.6%,1.4,-4.5%,4.9%,-4.8
O=S(=O)(NCC1CCCO1)c1cccc(C(F)(F)F)c1 (configuration not stated),13.0%,-8.0%,4.4%,-3.3,5.9%,23.6%,-30.8
CC(=O)c1c(C)n(C)c2ccc(OC(=O)c3ccco3)cc12,27.1%,2.5%,-0.2%,-0.6,1.0%,4.5%,-6.4

More compounds follow:
canonical_smiles,Pf growth 96h,LmPK inhibitor,Tb PYK inh,CHX counter,HCV inhibitor,Pf growth 48h,Shiga inhibitor
COCCNC(=S)N1CCN(Cc2ccc3c(c2)OCO3)CC1,?,-1.5%,-3.9%,-2.1,7.8%,-1.7%,-8.7
COc1cccc(/C=C2/C(=O)NN(c3ccc(F)cc3)C2=O)c1,22.8%,-3.2%,-27.8%,-2.8,22.7%,48.2%[activator],-1.3
CCn1c(SCC(=O)Nc2nc3ccc(C)cc3s2)nc2c(c1=O)SC(C)C2 (configuration not stated),?,2.3%,-21.3%,8.4,7.94µM*,-57.9%,11.7
CCOc1cc(N2CCOCC2)c(OCC)cc1NC(=O)CSc1cccc[n+]1[O-],?,0.4%,-15.1%,0.8,-15.8%&13.3%,20.0%,-0.1
O=C(Cn1cnc2ccccc2c1=O)c1ccc(Br)cc1,?,5.1%,2.8%,27.7*,-16.6%,150.1%[activator],45.0*
Cn1ncc(Br)c1C(=O)Nc1ccc(Cl)cn1,25.2%,0.7%,-6.2%,2.0,3.9%,26.1%,-4.0
